PPC-1+TRAIL kill – kills PPC-1 cancer cells in the presence of TRAIL. PPC-1 cells + TRAIL, ATPLite viability luminescence. 0.41% of 220,000 active. cell killing (% activity), % at 4 µM. AID 1443;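 active = cell killing above 50% in the first pass at 4 µM, then a duplicate retest at 5 µM averaging 50% or more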;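 also: plate controls were cells with TRAIL plus DMSO for no effect and medium-only wells lacking cells for full effect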
Cl transport mod – modulators of human KCC2 chloride dependent transport | KCC2 cells, thallium flux FluoZin-2 fluorescence | B-score of Tl+ flux slope (higher = more flux/activation; lower = inhibition) at 10 µM | 2.2% of 190,000 active;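 active = thallium flux slope and its plate-corrected score both differing from the plate sample mean at a set confidence after two filtering rounds, in either direction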;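 also: slope of fluorescence scaled to starting intensity during 10 to 20 s after thallium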
thrombin 1536 – inhibitors of human thrombin | P00734 | alpha-thrombin, Boc-VPR-AMC fluorogenic substrate cleavage | inhibition, % at 5 µM | 0.26% of 220,000 active | AID 1046;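 active = inhibition at or above 40%; inactive = inhibition below 40%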;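 also: 0% = enzyme with no compound and 100% = wells without enzyme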
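signal = AMC fluorescence, 355/460 nm | material = human alpha-thrombin enzyme | control set = enzyme without compound as high, wells lacking enzyme as low | times = reaction at room temperature | read-out basis = percent inhibition scaled between no-compound controls and no-enzyme blanks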
TbHK1 inh – T. brucei hexokinase 1 inhibition. recombinant TbHK1, G6PDH-coupled NADH A340. inhibition, % at 10 µM. 0.11% of 220,000 active;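 active = inhibition of 50% or more in the single-dose primary screen; inactive = inhibition below 50%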
TRPN1 ag – activates the zebrafish TRPN1 channel. HEK293 zebrafish TRPN1-YFP, Fluo-8 calcium fluorescence; 100% = response to 87 µM carbachol. activation, % at 3 µM. 0.18% of 220,000 active;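 active = activation above its plate's cutoff, the mean activation of test wells on that plate plus 3 SD, cut at about 19% in these data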;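 also: 0% = DMSO alone and 100% = 87 µM carbachol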
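System: zebrafish TRPN1-YFP in HEK293 cells / Dosing: 3 µM single point / Timing: dye loading 1 h at 37 °C, then 30 min room temperature / Signal: Fluo-8 calcium fluorescence, excitation 470-495 nm, emission 515-575 nm / Read-out basis: percent activation from peak over basal fluorescence ratio, control-normalized / Control set: high carbachol 87 µM, low DMSO alone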
TRPML3 agonist – human mucolipin-3 channel agonism. HEK293 TRPML3-YFP, Fluo-8 calcium fluorescence; 100% = the carbachol control signal. Q8TDD5. activation, % at 3 µM. 0.29% of 220,000 active;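 active = activation above its plate's cutoff, the mean activation of the plate's test wells plus 3 SD, cut at about 12% in these data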;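 also: 0% = DMSO only wells and 100% = carbachol wells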
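system = HEK293 cells stably carrying human TRPML3-YFP | doses = one concentration, 3 µM nominal, 0.3% DMSO | timing = dye loading 1 h 37 °C then 30 min ambient, 125 s read | detection = Fluo-8 calcium dye fluorescence, ex 470-495, em 515-575 nm | benchmarks = high control carbachol 87 µM, low control DMSO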
m-calpain inh – calpain II (pig) inhibition. purified calpain II, fluorogenic peptide substrate, 30 min. inhibition, % at 16 µM. 0.37% of 220,000 active;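 active = inhibition above about 50%, limit read from the data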
Furin inh – human furin inhibition. 0.061% of 220,000 active. purified furin, fluorogenic substrate cleavage. P09958. inhibition, % at 30 µM; in the data active = inhibition above about 25%; also: inactives centre near -15
Target sequence (P09958 108-714 limits assumed): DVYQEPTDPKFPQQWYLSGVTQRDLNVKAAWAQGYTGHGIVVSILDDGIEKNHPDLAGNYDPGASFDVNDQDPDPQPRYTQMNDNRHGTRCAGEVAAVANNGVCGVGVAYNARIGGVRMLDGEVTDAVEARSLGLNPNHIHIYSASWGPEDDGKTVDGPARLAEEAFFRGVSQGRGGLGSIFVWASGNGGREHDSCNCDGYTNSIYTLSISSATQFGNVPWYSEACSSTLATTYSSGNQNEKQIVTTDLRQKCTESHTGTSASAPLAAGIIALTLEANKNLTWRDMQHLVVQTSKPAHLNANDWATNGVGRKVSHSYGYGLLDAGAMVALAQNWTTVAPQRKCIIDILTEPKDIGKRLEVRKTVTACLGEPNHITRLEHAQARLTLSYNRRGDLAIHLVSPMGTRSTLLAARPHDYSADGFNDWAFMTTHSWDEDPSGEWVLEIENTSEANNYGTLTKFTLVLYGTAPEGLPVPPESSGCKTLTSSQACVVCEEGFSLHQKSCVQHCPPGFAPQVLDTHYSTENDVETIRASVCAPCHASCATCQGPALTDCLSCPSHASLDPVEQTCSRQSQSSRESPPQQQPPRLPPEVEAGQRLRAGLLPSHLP
EBV gp42 inh – blocks Epstein-Barr virus glycoprotein 42 binding; Q1HVG2; Fluorescence polarization binding assay, mP read-out; inhibition, % (tested at 21.74 µM); 0.42% of 220,000 active; in the data active = inhibition above about 50%
Target sequence (Q1HVG2 whole entry, looked up): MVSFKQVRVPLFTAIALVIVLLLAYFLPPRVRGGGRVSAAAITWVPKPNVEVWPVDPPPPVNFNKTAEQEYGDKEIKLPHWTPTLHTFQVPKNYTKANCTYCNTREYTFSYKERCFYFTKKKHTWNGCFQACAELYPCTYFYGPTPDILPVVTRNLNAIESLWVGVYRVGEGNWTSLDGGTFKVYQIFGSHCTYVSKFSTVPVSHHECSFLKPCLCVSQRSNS
An asterisk follows results filed as active; nt = not tested or not shown; [ ] = remark or other dose.

SMILES | PPC-1+TRAIL kill | Cl transport mod | thrombin 1536 | TbHK1 inh | TRPN1 ag | TRPML3 agonist | m-calpain inh | Furin inh | EBV gp42 inh
CCCC(C(=O)NCc1ccccc1)N(C(=O)Cn1nnc(-c2cccs2)n1)c1ccc2c(c1)OCCO2 (centres undefined) | 4 | 1.1 | -3 | -1 | -0.3 | 0.0 | 1 | -18[20 µM] | -8
CN(C)/C(CN1CCOCC1)=C1\N=C(c2ccccc2)OC1=O | 13 | nt | 0 | -33 | -0.1 | 0.3 | 23 | -8[20 µM] | 12
O=C(NCc1ccc2c(c1)OCO2)C1CCN(C(=O)Nc2ccc(Cl)cc2)CC1 | 12 | -0.0088 | -6 | 2 | 1.8 | 1.4 | -4 | -20 | -25
Cc1ccnc(NC(=O)CCC(=O)N(CC(=O)NC(C)(C)C)c2ccc(F)c(Cl)c2)c1 | -18 | 0.4 | -9 | -1 | -0.4 | -1.4 | -20 | -16 | -3
CCCc1ccccc1OCCNC(=O)c1cc(=O)n(C)c(=O)n1C | 9 | nt | -4 | -3 | 1.2 | 0.5 | -19 | -16 | 1
O=C(Nc1cccc(Cl)c1)Nc1csc([N+](=O)[O-])c1 | 15 | -0.31 | -4 | -5 | 19* | 12* | -5 | -20 | 6
COc1ccccc1CNC(=O)c1csc(Cc2ccc(Cl)cc2)n1 | 9 | nt | -4 | 11 | -2.7 | -0.2 | 0 | 2[20 µM] | -6
COc1ccc(NC(=O)c2ccc(-n3c(C)ccc3C)cc2)c(OC)c1 | 13 | -0.45 | -11 | -4 | -2.6 | -0.2 | 1 | -8 | -20
O=C(NNc1ccc(F)cc1)c1c(F)cccc1Cl | -12 | -0.15 | -3 | 1 | -0.7 | 1.5 | -13 | -26 | -7
c1ccc(-c2csc(NNC3=NCCCCC3)n2)cc1 | -4 | -1.7 | -10 | 5 | -0.2 | 0.1 | -3 | -15[20 µM] | -14
CCN(CC)c1ccc(C(NC(C)=O)NC(C)=O)cc1 | -6 | 0.66 | -8 | -1 | -0.4 | 1.2 | -1 | -16 | -10
O=C1C(Cl)=C(Nc2cccc(O)c2)C(=O)N1Cc1ccccc1 | -2 | -1.9 | -4 | -4 | -1.2 | 0.5 | -10 | -7 | 12
c1ccc(CN2CCC(Nc3ncnc4sccc34)CC2)cc1 | 8 | 0.16 | -4 | 0 | 8.4 | 3.4 | -7 | -15 | 0
Cc1cc(NNC(=O)Nc2cccc(Cl)c2)nc2c1c(C)nn2C | 8 | -1.4 | -1 | -2 | 9.3 | 3.4 | -12 | -22 | -19
Cc1cc(C)nc(SCNC(=O)c2ccccc2)n1 | 9 | 1.3 | 1 | -2 | 1.1 | 0.0 | -10 | -13[20 µM] | -10
COc1ccc(C(=O)Nc2ccc(N3CCOCC3)cc2)cc1OC | 38 | 1.7 | 1 | -8 | 1.1 | 0.3 | -26 | -12 | -2
CCC(C)(C)c1ccc(OCCN2C(=O)NC(C)(C)C2=O)cc1 | 13 | 1.4 | -2 | -8 | 1.3 | 0.3 | -35 | -11[20 µM] | 2
O=C(COC(=O)COc1ccccc1)Nc1ccc(OC(F)(F)F)cc1 | 0 | -0.025 | 2 | 1 | 0.2 | -0.8 | 22 | -3[20 µM] | -14
O=C(COc1ccccc1)Nc1ccc(N2CCN(C(=O)c3ccco3)CC2)cc1 | -6 | 0.027 | -11 | -7 | 3.5 | 1.0 | -25 | -23 | -11
COc1ccc(NC(=O)c2cc3sccc3n2Cc2ccc(F)cc2)cc1OC | 4 | -0.43 | 1 | -20 | -0.6 | -1.2 | -67 | -22[20 µM] | -61
COc1ccc(-n2c(Cn3nnc4ccccc43)n[nH]c2=S)cc1 | 34 | -0.23 | -6 | -6 | -0.8 | 0.2 | -3 | -22 | -17
CN(CC(=O)NCc1ccccn1)S(=O)(=O)c1ccc2ccccc2c1 | 19 | -0.014 | nt | 6 | -0.3 | 0.0 | 28 | -8 | 0
CCCSc1nc(C)c(-c2csc(C(C#N)=C3CCCC3)n2)cc1C#N | 36 | 0.54 | -2 | 19 | 0.6 | 0.0 | -65 | -8 | -26
C=CCNC(=O)O/N=C/c1csc([N+](=O)[O-])c1 | -12 | 1.1 | -6 | -16 | 0.8 | 0.1 | 6 | -9 | -8
Cc1nc(N)nc(OCC(F)(F)C(F)F)c1Br | 0 | -0.77 | 1 | 5 | 1.0 | -0.3 | -7 | -6[20 µM] | -5
COc1cc(CN/C(C)=C(\C#N)C(N)=O)cc(OC)c1OC | 25 | 0.13 | 3 | 1 | 3.2 | 1.1 | -30 | -11 | -11
COc1ccc(/C=C2\SC(=O)N(CCC(=O)Nc3ccccc3)C2=O)cc1OC | 19 | 0.19 | -4 | -20 | 0.3 | 0.5 | 7 | -1 | -26
O=C(NC(=S)N1CCCc2ccccc21)c1ccc([N+](=O)[O-])cc1 | 5 | nt | 7 | -10 | 1.1 | -0.7 | 7 | -13[20 µM] | 4
COc1ccc2c(Cl)c(C(=O)NN)sc2c1 | 46 | 0.97 | 1 | -1 | 2.0 | 0.5 | 8 | 0[20 µM] | -19
O=C1OCC2OC(O)C(O)C(O)C2OC(=O)c2cc(O)c(O)c(O)c2-c2c(O)c(O)c3oc(=O)c4c(c(O)c(O)c5oc(=O)c2c3c54)-c2c1cc(O)c(O)c2O (centres undefined) | -10 | 1 | -4 | 54* | nt | nt | 39 | 0 | 22
Cc1nc([N+](=O)[O-])c(Br)n1CC(=O)c1ccc(Cl)cc1 | 34 | 0.99 | -6 | -16 | 0.7 | 1.5 | 12 | -11[20 µM] | -2
C=CCCN(Cc1ccccc1)S(=O)(=O)c1ccccc1Br | -3 | -0.5 | 2 | 4 | nt | nt | 8 | -26 | -7
CCn1c(=O)c(C(=O)NCCN2CCCCC2)c(O)c2ccccc21 | 6 | nt | -2 | 7 | -0.1 | 0.0 | -13 | -4 | -25
O=C(CN1C(=O)C2C3C=CC(C3)C2C1=O)Nc1ccc(S(=O)(=O)Nc2nccs2)cc1 (centres undefined) | 10 | 1.5 | 3 | -3 | 2.2 | 0.2 | 1 | 2 | -15
COc1ccc(N2C(=O)CSC23CCC(C(C)(C)C)CC3)cc1 (centres undefined) | 11 | 1.1 | 0 | 1 | 1.1 | 0.1 | -5 | -11[20 µM] | -10
CCOC(=O)C[n+]1c(C)ccc2c1CCC2 | 2 | 0.29 | 3 | 7 | 1.6 | 0.7 | -15 | -16[20 µM] | -11
CCOc1ccc2nc(-c3ccc(OC)c(OC)c3)cc(C(=O)O)c2c1 | -19 | 0.0078 | 4 | -20 | 0.2 | 0.1 | -122 | 6 | -16
Cc1nc(-c2noc(-c3ccccc3Cl)n2)c(C(F)(F)F)o1 | -2 | -0.44 | -2 | 0 | 0.1 | 1.0 | -7 | -22 | -9
Cc1cccc(CSc2nnnn2-c2ccccc2)c1 | 5 | 0.53 | 3 | -6 | -1.5 | -1.0 | 26 | -15[20 µM] | 1
Cc1ccc(-c2nc(N)sc2CC(=O)OCC(=O)N2C(C)CCCC2C)cc1 (centres undefined) | 18 | 0.98 | -6 | -4 | -1.2 | -0.2 | -5 | -16 | -9

As a working copy, some entries already given.
SMILES | PPC-1+TRAIL kill | Cl transport mod | thrombin 1536 | TbHK1 inh | TRPN1 ag | TRPML3 agonist | m-calpain inh | Furin inh | EBV gp42 inh
CCOc1ccc2nc(-c3ccc(OC)c(OC)c3)cc(C(=O)O)c2c1 | -19 | 0.0078 | 4 | -20 | 0.2 | 0.1 | -122 | 6 | -16
Cc1nc(-c2noc(-c3ccccc3Cl)n2)c(C(F)(F)F)o1 | -2 | -0.44 | -2 | 0 | 0.1 | 1.0 | -7 | -22 | -9
Cc1cccc(CSc2nnnn2-c2ccccc2)c1 | 5 | 0.53 | 3 | -6 | -1.5 | -1.0 | 26 | -15[20 µM] | 1
Cc1ccc(-c2nc(N)sc2CC(=O)OCC(=O)N2C(C)CCCC2C)cc1 (centres undefined) | 18 | 0.98 | -6 | -4 | -1.2 | -0.2 | -5 | -16 | -9

Other structures.
SMILES | PPC-1+TRAIL kill | Cl transport mod | thrombin 1536 | TbHK1 inh | TRPN1 ag | TRPML3 agonist | m-calpain inh | Furin inh | EBV gp42 inh
COc1ccc([C@@H]2C[C@H]3CN(Cc4ccccc4OC)C(=O)[C@]34CCCN24)cc1C | nt | -1.8 | -3 | -10 | -0.9 | 0.8 | -27 | -32 | -16
COC(=O)C(C)n1cnc2c(nnn2-c2cccc(Cl)c2)c1=O (centres undefined) | 24 | 0.87 | 0 | -1 | 0.4 | 1.6 | 4 | -31 | 0
CCC(C)C(=O)Nc1nc(C)c(-c2csc(Nc3ccccc3OC)n2)s1 (centres undefined) | -5 | -2.4 | 4 | -17 | -1.3 | 0.5 | -22 | -14[20 µM] | -15
O=C1CC(N2CCN(C3CCc4ccccc4C3)CC2)C(=O)N1c1ccccc1 (centres undefined) | nt | 0.27 | nt | 2 | 1.6 | 0.3 | nt | -7[20 µM] | nt
C=CCN(CC=C)S(=O)(=O)c1ccc(C(=O)Nc2nc3c(s2)CCc2ccccc2-3)cc1 | -3 | -0.46 | -5 | -8 | 1.0 | 0.4 | -8 | -11 | -2
CCCCCCCCOC(=O)C[N+](C)(C)C/C=C(/C)Cl | 13 | -0.081 | -2 | 8 | -1.0 | -0.2 | 14 | -19 | -20
CCC1(C)Cc2c(sc3nc(SCC(=O)c4ccccc4)[nH]c(=O)c23)CO1 (centres undefined) | 2 | 0.61 | -2 | -8 | 0.6 | 1.1 | -3 | -13 | -24
Cc1ccc(-c2nnc(Oc3ccc(NC(=O)c4ccccc4)cc3)c3ccccc23)cc1 | -1 | 0.96 | -6 | -3 | 0.3 | 0.5 | 24 | -15 | 18
COc1ccccc1NC(=O)C1CCCN(c2cc(C)nc3ncnn23)C1 (centres undefined) | 10 | 1.3 | 1 | -1 | -0.3 | 0.9 | -14 | -18[20 µM] | -15
COc1ccccc1NC(=O)c1nn(-c2ccc(OC(F)(F)F)cc2)ccc1=O | 19 | nt | -5 | -11 | 1.5 | 0.9 | 7 | -9[20 µM] | -5
CCOC(=O)/C(C#N)=C/c1cc2ccccc2nc1Cl | -11 | -0.95 | -1 | -1 | 0.6 | 0.0 | -4 | -12[20 µM] | -13
Cc1ccc(NC(=S)NC(=O)c2sc3ccccc3c2Cl)c(C(=O)O)c1 | 15 | 60* | 6 | 1 | -1.0 | -0.6 | -38 | -28 | 8
Cc1ccc(NC(=O)Cn2c(=S)[nH]c3ccccc32)cc1 | 28 | -0.55 | 0 | 4 | -0.3 | -0.5 | -8 | -26 | -10
COc1cc(C(=O)NCC(C)C)cc(OC)c1OC | 12 | -0.97 | -14 | -3 | 0.3 | 1.1 | 11 | -10[20 µM] | -2
COc1cc(NS(=O)(=O)c2ccc(NC(C)=O)cc2)nc(OC)n1 | 14 | nt | 1 | -10 | 0.2 | 0.7 | -6 | -14[20 µM] | -6
Cc1cc(C)cc(OCC(=O)OCC(=O)c2c(N)n(C)c(=O)n(C)c2=O)c1 | -7 | nt | 10 | -4 | -1.1 | -0.1 | 18 | -17[20 µM] | -5
O=C(CCCn1c(=O)[nH]c2ccccc2c1=O)NC1CCCCCC1 | 16 | 0.45 | 2 | 3 | -0.5 | 0.4 | 24 | -22 | -9
CCOC(=O)c1ccccc1NC(=O)N1CCn2c(C)ccc2C1CC (centres undefined) | 30 | -1.7 | 3 | -11 | -0.4 | 0.4 | -42 | -18[20 µM] | -14
NC(=O)N/N=C/c1sc(=O)n(-c2ccccc2)c1Cl | 4 | 0.5 | -19 | -14 | -1.2 | -0.1 | -8 | -23 | -31
